Screens deposited in PubChem BioAssay by The Scripps Research Institute Molecular Screening Center.
PAFAH2 inh: inhibitors of human PAFAH2 | inhibition, % at 3.39 µM | recombinant PAFAH2, FP-rhodamine activity probe, fluorescence polarization | AID 492956 | 340,000 compounds, 0.99% hits;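 active = inhibition above the mean over all tested compounds plus 3 SD, cut at about 30% in these data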;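 also: inhibitors block probe labeling of enzyme so polarization drops; 0% = enzyme with DMSO and 100% = wells lacking PAFAH2 protein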
PAFAH1B2 inh: PAFAH1B2 (human) inhibition. P68402. recombinant PAFAH1B2, FP-rhodamine activity probe, fluorescence polarization. inhibition, % at 3.39 µM. 340,000 compounds, 1.2% hits. AID 492953;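 active = inhibition above the mean of all tested compounds plus 3 SD, cut at about 24% in these data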;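 also: 0% = enzyme with DMSO and 100% = wells lacking PAFAH1B2; many of its hits are not listed in these tables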
Target sequence (P68402 whole entry, looked up): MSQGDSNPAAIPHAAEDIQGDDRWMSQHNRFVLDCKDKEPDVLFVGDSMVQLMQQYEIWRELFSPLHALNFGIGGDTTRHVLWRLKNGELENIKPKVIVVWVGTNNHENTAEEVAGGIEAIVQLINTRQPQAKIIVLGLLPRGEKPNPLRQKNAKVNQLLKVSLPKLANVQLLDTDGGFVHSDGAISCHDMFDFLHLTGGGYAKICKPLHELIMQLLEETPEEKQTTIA
PAFAH1B3 FP inh: blocks human PAF acetylhydrolase 1B catalytic subunit 3; recombinant PAFAH1B3, FP-rhodamine probe, fluorescence polarization; AID 492972; 340,000 compounds, 0.28% hits; inhibition, % at 3.39 µM; Q15102;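 active = inhibition above the screen-wide average of all tested compounds plus 3 SD, cut at about 25% in these data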;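 also: 0% = enzyme with DMSO only and 100% = wells lacking PAFAH1B3 protein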
Target sequence (Q15102 whole entry, looked up): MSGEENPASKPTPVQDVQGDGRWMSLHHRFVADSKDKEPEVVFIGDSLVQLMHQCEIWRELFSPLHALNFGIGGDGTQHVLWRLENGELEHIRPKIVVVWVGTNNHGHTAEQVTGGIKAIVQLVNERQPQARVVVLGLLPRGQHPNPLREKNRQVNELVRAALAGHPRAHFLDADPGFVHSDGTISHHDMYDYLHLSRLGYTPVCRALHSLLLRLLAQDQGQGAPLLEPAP
Numbers without * were called inactive. The list is partial; the hit share may differ from the screen's.

SMILES | PAFAH2 inh | PAFAH1B2 inh | PAFAH1B3 FP inh
COc1cc(CCc2ccccc2)c(C(=O)O)c(O)c1CC=C(C)C | 19 | 6 | 2
Cn1c(=O)c2[nH]c(CSCc3ccccc3)nc2n(C)c1=O | 4 | 5 | 1
CCCCCCCCNCCS(=O)(=O)NCc1ccccc1 | -2 | 9 | 1
CCOC(=O)C1=NNC(C(=O)O)C1c1ccccc1 (stereo not drawn) | -1 | 4 | 2
CC(C)(C)NCCC(O)c1cc(C(F)(F)F)nc2c(C(F)(F)F)cccc12 (stereo not drawn) | 3 | 1 | 2
Cc1nc2ccc(Cl)cc2[nH]1 | -13 | 1 | 2
Oc1ccccc1C=NN=Cc1ccccc1Cl | 4 | -1 | 5
Nc1ccc2c(c1)Cc1c(F)cccc1-2 | -5 | 4 | 13
ONC(=NCc1ccccc1)c1ccccc1 | 0 | 9 | 6
CCCCN(C(=O)c1ccc(N2C(=O)c3ccccc3C2=O)cc1)c1c(N)n(CC(C)C)c(=O)[nH]c1=O | -5 | 0 | 7
Cn1cc(CN2CCC(n3nccc3NC(=O)CCc3ccccc3)CC2)cn1 | 0 | 2 | 1
c1ccc2c(c1)ccc1[nH]c3c(c12)CCCC3 | -2 | 5 | 8
c1ccc(-c2nnnn2-c2ccccc2)cc1 | 0 | 0 | 3
CC12CCC(C3NC(=S)NN=C31)C2(C)C (stereo not drawn) | 1 | 6 | 5
O=C(CSc1nncs1)Nc1cccc2ccccc12 | -9 | 7 | 0
CCCN(CC(=O)Nc1ccc(F)c(F)c1F)C(=O)c1cc(S(=O)(=O)N(C)C)ccc1N1CCCC1 | 6 | 6 | 2
[O-][n+]1nc2ccccc2c2ccccc21 | 3 | 2 | 15
Cc1nc2c(nc1C)C(=O)c1ccccc1C2=O | 4 | 4 | 8
CCOc1ccc(N(CC(=O)NCc2ccco2)C(=O)CCC(=O)Nc2ccccn2)cc1 | -7 | 6 | 14
COc1cc(/C=N/Nc2cc(C)nc(NS(=O)(=O)c3ccc(C)cc3)n2)ccc1O | 10 | -1 | 10
CCCC(=O)NC1=C(Cl)C(=O)c2ccccc2C1=O | 20 | 6 | 38*
Cc1ccc(NCCCn2cnc(C(=O)Nc3ccc(C)c(C)c3)n2)cc1C | -6 | 4 | 10
O=S(=O)(Nc1ccc(Cl)cc1NS(=O)(=O)c1ccccc1)c1ccccc1 | 15 | 21 | 24
COc1ccccc1C(CNC(=O)CCNS(=O)(=O)c1ccc(Br)cc1)N1CCCC1 (stereo not drawn) | 3 | 17 | 0
Cc1cccc(NC2(C(=O)O)CCCC2)c1 | 4 | -3 | 11
CC(=NNC(=O)CSCC(=O)NN=C(C)c1ccccc1)c1ccccc1 | -7 | 15 | 16
COc1ccc(C(CNC(=O)c2cccc(S(=O)(=O)N3CCCc4ccccc43)c2)N(C)C)cc1 (stereo not drawn) | 2 | -2 | 5
CC1CN(c2cc(=O)n(-c3ccc(Cl)cc3)c(=O)[nH]2)CC(C)O1 (stereo not drawn) | 5 | 3 | 1
CC(C)C[C@H]1CNC(=S)N1CC1CCCN1C[C@H](CC(C)C)N1C[C@H](Cc2ccccc2)N(CC2CCCCCC2)C1=S (stereo partly drawn) | 0 | 5 | 8
Cc1nc(NC(=O)COC(=O)c2cccs2)c(Cl)cc1Cl | 43* | 2 | 2
Nc1ncncc1-c1ccccc1Cl | 3 | 4 | 7
COc1ccccc1NC(=O)NC1(C)CCS(=O)(=O)C1 (stereo not drawn) | 6 | 1 | 3
Cc1c[n+](C)ccc1CC1C([N+](=O)[O-])=C[N-]c2ncnn21 (stereo not drawn) | 6 | 6 | 9
O=c1nc2c(O)cccn2c2c1c(=O)[nH]c1ccccc12 | 29 | 13 | 15
CC1(C)C2CCC1(C)C(SC(=N)N)C2 (stereo not drawn) | 6 | 2 | 7
O=C(O)c1cc(S(=O)(=O)N2CCOCC2)c(Sc2ccccn2)cc1Sc1ccccn1 | -6 | -1 | -7

A stretch from the list above, for reference:
SMILES | PAFAH2 inh | PAFAH1B2 inh | PAFAH1B3 FP inh
O=C(CSc1nncs1)Nc1cccc2ccccc12 | -9 | 7 | 0
CCCN(CC(=O)Nc1ccc(F)c(F)c1F)C(=O)c1cc(S(=O)(=O)N(C)C)ccc1N1CCCC1 | 6 | 6 | 2
[O-][n+]1nc2ccccc2c2ccccc21 | 3 | 2 | 15
Cc1nc2c(nc1C)C(=O)c1ccccc1C2=O | 4 | 4 | 8
CCOc1ccc(N(CC(=O)NCc2ccco2)C(=O)CCC(=O)Nc2ccccn2)cc1 | -7 | 6 | 14
COc1cc(/C=N/Nc2cc(C)nc(NS(=O)(=O)c3ccc(C)cc3)n2)ccc1O | 10 | -1 | 10
CCCC(=O)NC1=C(Cl)C(=O)c2ccccc2C1=O | 20 | 6 | 38*
Cc1ccc(NCCCn2cnc(C(=O)Nc3ccc(C)c(C)c3)n2)cc1C | -6 | 4 | 10
O=S(=O)(Nc1ccc(Cl)cc1NS(=O)(=O)c1ccccc1)c1ccccc1 | 15 | 21 | 24
COc1ccccc1C(CNC(=O)CCNS(=O)(=O)c1ccc(Br)cc1)N1CCCC1 (stereo not drawn) | 3 | 17 | 0
Cc1cccc(NC2(C(=O)O)CCCC2)c1 | 4 | -3 | 11
CC(=NNC(=O)CSCC(=O)NN=C(C)c1ccccc1)c1ccccc1 | -7 | 15 | 16
COc1ccc(C(CNC(=O)c2cccc(S(=O)(=O)N3CCCc4ccccc43)c2)N(C)C)cc1 (stereo not drawn) | 2 | -2 | 5
CC1CN(c2cc(=O)n(-c3ccc(Cl)cc3)c(=O)[nH]2)CC(C)O1 (stereo not drawn) | 5 | 3 | 1
CC(C)C[C@H]1CNC(=S)N1CC1CCCN1C[C@H](CC(C)C)N1C[C@H](Cc2ccccc2)N(CC2CCCCCC2)C1=S (stereo partly drawn) | 0 | 5 | 8
Cc1nc(NC(=O)COC(=O)c2cccs2)c(Cl)cc1Cl | 43* | 2 | 2
Nc1ncncc1-c1ccccc1Cl | 3 | 4 | 7
COc1ccccc1NC(=O)NC1(C)CCS(=O)(=O)C1 (stereo not drawn) | 6 | 1 | 3
Cc1c[n+](C)ccc1CC1C([N+](=O)[O-])=C[N-]c2ncnn21 (stereo not drawn) | 6 | 6 | 9

(next part)
SMILES | PAFAH2 inh | PAFAH1B2 inh | PAFAH1B3 FP inh
CCOc1ccccc1N1C(=O)CC(Sc2nccc(C)n2)C1=O (stereo not drawn) | 0 | -4 | -1
N#Cc1ccc(-c2cn3c(n2)SCC3)cc1 | 6 | 3 | 2
COc1cc(NC(=S)N2CCN(S(=O)(=O)c3ccc(F)cc3)CC2)cc(OC)c1 | 0 | 10 | 3
COc1ccc(OC)c(CN2CCSCC2)c1 | -5 | 0 | -7
CCOc1cc(C)nc(N2CCC(C(=O)NC3CC3)CC2)n1 | -6 | 4 | -6
CC(=O)Nc1ccc(C(=O)COC(=O)C2CC2)c(F)c1 | -1 | 2 | -1
COc1ccc(-n2cnc(=S)[nH]c2=S)cc1 | -2 | -2 | 4
CC12CC(=O)C3C(CCC4=CC(=O)CCC43C)C1CC=C2CC(=O)O (stereo not drawn) | 4 | 1 | 8
CCOC(=O)c1[nH]c(C)c(C(=O)NC)c1C | 3 | 7 | 4
O=C(O)C(Cc1ccccc1)N1C(=O)/C(=C/C=C/c2ccco2)SC1=S (stereo not drawn) | 60* | 11 | 12
Oc1c(CN2CCCCC2)ccc2cccnc12 | -2 | -2 | 12
CCOc1ccc(NC(=O)c2cccc(S(=O)(=O)Nc3c(C)n(C)n(-c4ccccc4)c3=O)c2)cc1 | 2 | 12 | 12
O=C1NC[C@H](Cc2ccccc2)N(CC2CCN(CCc3ccc(-c4ccccc4)cc3)CC2)C1=O | -1 | 5 | 4
O=C(COC(=O)c1ccc(F)cc1Cl)NCc1ccco1 | 11 | -1 | -2
Cc1c[n+]([O-])ccc1[N+](=O)[O-] | -1 | -3 | -3
CCC(=O)N1CCc2cc(Br)c(S(=O)(=O)NCCN3CCCCC3CC)cc21 (stereo not drawn) | 7 | 5 | 5
COc1cc(-c2nccc3cc4c(cc23)OCO4)cc(OC)c1OC | -1 | 2 | 7
O=C(C1CCN(CCc2ccccc2)CC1)N1CCOCC1 | 3 | 2 | 14
COc1cc(C(=C(CC(=O)O)C(=O)O)c2ccc3c(c2)OCO3)cc(OC)c1OC | 4 | 1 | 8
CCCC(C(=O)NC1CCCC1)N(C(=O)Cn1nnc(-c2ccc(C)o2)n1)c1ccccc1F (stereo not drawn) | -6 | 2 | 4
Nc1ccc2c(c1)C(=NO)c1ccccc1-2 | 4 | 0 | 10
O=C(COC(=O)c1ccc(F)cc1F)Nc1cc(S(=O)(=O)N2CCOCC2)ccc1Cl | 34* | 3 | 11
CSc1nnnc2ccccc12 | -10 | -1 | -1
Cn1cnc([N+](=O)[O-])c1S(=O)(=O)Oc1ccccc1 | 4 | 6 | 4
COc1ccc(N(CC(=O)NC2CCCC2)C(=O)Cn2nnc(-c3ccc(C)o3)n2)c(OC)c1 | -1 | 0 | -2
Cc1ccc(C(=O)OCC(=O)NCc2cccs2)s1 | 65* | 2 | 1
COc1ccc(C2CC(=O)C(C=NCC(C)C)=C(O)C2)cc1 (stereo not drawn) | 6 | 9 | 8
Cc1ccc(CCNCc2c(C(=O)O)c(C)n(-c3ccccc3)c2C)cc1 | 1 | 5 | 2
Nc1c(Br)cc2c([nH]c(=O)c3ccccc32)c1Br | 9 | 0 | 9
O=C(Nc1ccc(F)cc1)NC1CCCCCCC1 | 2 | 5 | 17
Nc1nn(-c2cccc(F)n2)cc1-c1ccccc1 | 4 | 2 | 3
CC1Cc2ccccc2N1C(=O)c1ccc2nccnc2c1 (stereo not drawn) | -5 | -4 | -5
Cc1cc(NC(=O)COC(=O)[C@H](Cc2ccccc2)NC(=O)c2ccco2)no1 | 3 | 1 | 9
COC(=O)c1cc(NC(=O)CN(c2ccc(OC)cc2)S(=O)(=O)c2ccc(F)cc2)ccc1Cl | -51 | -7 | -9
COc1ccc(F)cc1S(=O)(=O)N1CCC2(CC1)OCCN2S(=O)(=O)c1ccccc1 | 6 | 5 | 10
Cn1c(=O)c2[nH]c(Cc3cccc4ccccc34)nc2n(C)c1=O | 5 | 1 | 1
Cc1cc(C)cc(NC(=O)C(c2ccccc2)N2CCN(CC(=O)N3CCCC3)CC2)c1 (stereo not drawn) | 2 | 2 | 7
COc1ccc(C(=O)NNC(=O)c2ccc3ccccc3c2)cc1 | 5 | 6 | 7
O=C(NN=Cc1ccc2c(c1)OCO2)c1ccccc1 | -1 | 3 | -3
COc1cc2c(cc1OC)CN(C(=O)c1ccc(-c3ccccc3)cc1)CC2 | 0 | 0 | 7
CCCCN(C(=O)c1sc2nc3n(c(=O)c2c1C)CCC3)c1c(N)n(CC(C)C)c(=O)[nH]c1=O | -1 | 0 | 2
COc1ccccc1NS(=O)(=O)c1cc(C(=O)NC2CC(C)(C)NC(C)(C)C2)ccc1Cl | -9 | 5 | 3
CCOCCCNC(=S)NCCCNc1nc2c(C)c(C)ccc2cc1C#N | 1 | 2 | 7
O=C(c1cccc2ccccc12)N1CCN(Cc2ccccc2F)CC1 | 3 | 4 | 10
O=C(NCc1ccncc1)C1CCN(S(=O)(=O)c2cccc(C(F)(F)F)c2)CC1 | -1 | -3 | 3
O=C(COc1ccc(Cl)cc1Cl)Nc1cccc(-c2ccc(N3CCOCC3)nn2)c1 | 0 | 6 | 2
COc1cc2[nH]c(=O)n(CCC(=O)NC3CCN(Cc4ccccc4)CC3)c(=O)c2cc1OC | -10 | 4 | -4
COc1ccc(-c2noc(CCC(=O)NCCc3ccccc3)n2)cc1OC | -5 | 4 | 5
Oc1[nH]c2ccccc2c1C=Nc1ccc2c(c1)OCCO2 | 5 | 1 | -5
CC1Cc2ccccc2N1S(=O)(=O)c1cccc(C(=O)N2CCCCC2)c1 (stereo not drawn) | 10 | 2 | 1
CCCNc1ncc2c(=O)[nH][nH]c(=O)c2n1 | 0 | 3 | 5
CCn1c(=O)n(C)c2c(=O)n(C)c(=O)n(C)c21 | -3 | 1 | 7
COc1ccc(C)cc1-n1nnnc1SCC(=O)NC1CCCC1 | 6 | -1 | -3
CC(=O)N(C(C)=O)c1cccc(N(Cc2ccccc2)Cc2ccccc2)c1 | 2 | 10 | 1
Cc1ccc(S(=O)(=O)N2CCN(C(=O)/C=C/c3ccccc3)CC2)cc1C | 3 | -2 | 5
O=C(Nc1ccccc1)c1ccco1 | -3 | 1 | 7
COc1ccc(C(=O)NC(C)Cn2nc(C)cc2C)cc1OC1CCN(C(C)=O)CC1 (stereo not drawn) | -5 | -1 | 8
S=c1[nH]cnc2sc(Nc3ccccc3)nc12 | -3 | -3 | 7
CCN1C[C@@H]2[C@@H]3C(=O)N(Cc4ccccc4)C(=O)[C@@H]3[C@](C)(C1=O)N2C(=O)c1ccc(Cl)c(Cl)c1 | -1 | -2 | 1
O=C(c1ccccc1)c1coc(-c2ccccc2)c1 | -1 | -1 | 6

Next section.
SMILES | PAFAH2 inh | PAFAH1B2 inh | PAFAH1B3 FP inh
CC(CNC(=O)c1ccc(C#N)cc1)NC(=O)c1ccc(C#N)cc1 (stereo not drawn) | -3 | 3 | 3
COc1ccc(N2CCN(C(=O)c3ccc(S(=O)(=O)N4CCCCCC4)cc3)CC2)cc1 | 3 | -2 | 3
CC1=NN(c2ccc(Cl)c(C(=O)O)c2)C(=O)/C1=C\c1ccc(-c2ccc(C(=O)O)cc2)o1 | -2 | -4 | 7
O=C(CNc1cccc2ccccc12)N/N=C/c1ccc(OC(=O)/C=C/c2ccco2)cc1 | 10 | 6 | 6
